Source: PubChem (several laboratories)
Mot1-301 SUMO = blocks SUMOylation pathway, rescuing yeast Mot1-301 growth; S. cerevisiae Mot1-301 growth rescue, ATP luminescence, 38.5C; percent above DMSO median, 100 means doubled; growth rescue, % at 18.8 µM; 320,000 compounds, 1% hits;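 active = every valid replicate shows activation above 250% relative to neutral control wells; inactive = the rest, any valid replicate at or below 250%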;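 also: OY570 slx delta 5 strain wells were the positive control but not used for scaling; some compounds called inactive have numbers as strong as hits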
Rtt109 HAT inh = inhibitors of Candida albicans Rtt109/Vps75 histone acetyltransferase; purified Rtt109/Vps75, ThioGlo CoA-SH fluorescence, 4 h; Q5AAJ8; AID 540336; inhibition, % at 34.9 µM; 330,000 compounds, 0.16% hits;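 active = inhibition of at least 50% in every replicate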
Target sequence (Q5AAJ8 whole entry, looked up): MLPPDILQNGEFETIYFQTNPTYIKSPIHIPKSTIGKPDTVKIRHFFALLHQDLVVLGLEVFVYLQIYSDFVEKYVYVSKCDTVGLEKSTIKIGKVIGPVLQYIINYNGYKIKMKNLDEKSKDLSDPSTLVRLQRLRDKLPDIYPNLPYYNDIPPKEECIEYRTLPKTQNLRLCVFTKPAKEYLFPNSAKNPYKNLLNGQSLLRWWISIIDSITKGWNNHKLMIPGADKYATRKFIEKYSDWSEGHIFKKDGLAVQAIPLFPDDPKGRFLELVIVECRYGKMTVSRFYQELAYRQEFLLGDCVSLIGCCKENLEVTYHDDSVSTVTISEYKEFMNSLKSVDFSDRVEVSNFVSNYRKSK
PfHsp90 set2 = growth inhibition of yeast expressing Plasmodium Hsp90; S. cerevisiae expressing PfHsp90, BacTiter-Glo ATP, 48 h; yeast lacking PDR1 and PDR3 efflux regulators; inhibition, % at 9.4 µM; 310,000 compounds, 0.32% hits; AID 504621;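 active = every replicate shows inhibition above about 80%, whatever the replicate mean, limit read from the data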;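 also: 0% = DMSO neutral controls and 100% = 20 µM radicicol positive controls; yeast relying on Plasmodium falciparum Hsp90 in place of its own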
CDK5 p35 inh = inhibitors of human CDK5/p35 kinase; AID 488839; Recombinant CDK5/p35, ADP-Glo luminescence, 60 min; 330,000 compounds, 0.01% hits; inhibition, % at 10 µM;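 active = highest replicate inhibition of at least 50% and at least 75% of replicates reaching 50%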;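 also: plate controls were DMSO neutral control for no effect and GW8510 at 10 µM for full effect; many of its hits are not listed in these tables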
NSD2 HMT inh = NSD2 (human) methyltransferase inhibition. O96028. NSD2 peptide methylation, AlphaScreen, 120 min. inhibition, % at 12.5 µM. 310,000 compounds, 0.54% hits. AID 743445; in the data active = inhibition above about 50%
dFosB activator = activators of mouse delta FosB homodimer | activation, % at 25 µM | P13346 | 340,000 compounds, 0.99% hits | purified delta FosB, TAMRA-CDK5 oligo fluorescence polarization; percent of positive-control signal above neutral wells;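 active = mean activation above about 17%, with every replicate also reaching it, limit read from the data, passing the limit was not always enough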;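 also: fluorescence polarization rise as delta FosB binds a TAMRA Cdk5 AP-1 oligo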
Target sequence (P13346 whole entry, looked up): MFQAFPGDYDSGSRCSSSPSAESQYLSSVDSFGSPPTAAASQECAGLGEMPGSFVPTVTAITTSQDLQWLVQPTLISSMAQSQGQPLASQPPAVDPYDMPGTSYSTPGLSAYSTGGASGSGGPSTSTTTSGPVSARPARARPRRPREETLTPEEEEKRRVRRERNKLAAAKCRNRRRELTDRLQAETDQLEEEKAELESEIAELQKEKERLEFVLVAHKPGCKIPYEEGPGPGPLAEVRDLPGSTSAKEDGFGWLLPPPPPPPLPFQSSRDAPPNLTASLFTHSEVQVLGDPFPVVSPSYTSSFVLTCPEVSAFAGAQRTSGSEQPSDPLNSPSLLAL
cardiac RTF act = increases calcium sensitivity of human cardiac regulated thin filaments; P19429+P45379; activation, % at 7.2 µM; 340,000 compounds, 0.24% hits; IANBD-labeled TnC RTF fluorescence at EC20 calcium; 0% EC20 calcium, 100% full calcium;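 active = activation above the mean over all tested compounds plus 3 SD, cut at about 30% in these data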;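 also: rise in fluorescence read as greater calcium sensitivity of cardiac thin filaments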
PvdQ acylase = P. aeruginosa PvdQ acylase inhibition; purified PvdQ acylase, fluorescence plate reader; inhibition, % at 10 µM; 340,000 compounds, 0.063% hits; in the data active = inhibition above about 30%, passing the limit was not always enough;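 also: 0% = vehicle neutral wells and 100% = reference inhibitor wells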
LANA DNA inh = blocks KSHV LANA C-terminal domain binding to DNA; inhibition, % at 9 µM; 340,000 compounds, 0.078% hits; AID 504423; MBP-C-LANA/FAM-LBS DNA binding, fluorescence polarization;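 active = highest replicate inhibition at or above 60% at 9 µM, even if other replicates fall short; inactive = all replicates below 60% inhibition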;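 also: 0% = neutral control wells and 100% = 4 µM acridine orange control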
Keap1 Nrf2 FP = inhibitors of human Keap1-Nrf2 protein-protein interaction | Q14145 | Keap1 Kelch-Nrf2 peptide fluorescence polarization, 1536-well | inhibition, % at 9.4 µM | 340,000 compounds, 0.15% hits | AID 504523; in the data active = inhibition above about 12%;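 also: human Keap1 Kelch domain with fluorescein labeled Nrf2 9mer peptide probe; 0% = neutral control wells and 100% = peptide positive control; higher means more block of Keap1 binding to Nrf2 peptide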
Cardiac RTF inh = cardiac RTF calcium desensitization; P19429+P45379; IANBD-labeled cardiac RTF, Ca2+ fluorescence; inhibition, % at 7.15 µM; 340,000 compounds, 0.12% hits; AID 493244;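 active = inhibition above the mean inhibition of all tested compounds plus 3 SD, cut at about 17% in these data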;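 also: assay run at fixed EC70 calcium of 1.6 mM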
* = called active by the depositor; x = not tested or not shown.

SMILES	Mot1-301 SUMO	Rtt109 HAT inh	PfHsp90 set2	CDK5 p35 inh	NSD2 HMT inh	dFosB activator	cardiac RTF act	PvdQ acylase	LANA DNA inh	Keap1 Nrf2 FP	Cardiac RTF inh
CCCOc1ccc(OCCN2CCCC(C)C2)cc1 (centres undefined)	169	-9	1	-0.2	3	-6	-3	-10	-1.5	-3	-6
CCCc1ccc(Oc2c(-c3ccc(O)c(C)c3O)n[nH]c2C)cc1	64	4	7	-0.3	2	-3	-3	-3	0.5	3	-3
COc1ccc2[nH]c(C(=O)O)c(NS(=O)(=O)c3ccc(C)cc3C)c2c1	2	-11	0	1.1	4	5	-3	-7	-0.1	0	-7
COC1C(C)=C(C)C(=O)N1Cc1ccccc1 (centres undefined)	-2	-1	-28	0.7	-1	3	-2	2	-0.8	0	-7
CN(C)CCNc1ccc2ncn3c4ccc(O)cc4c(=O)c1c23	x	1	0	20	21	64*	170*	-11	114*	38*	-185
CCCn1c(Nc2ccccc2C)nc2ccccc21	11	11	-37	-0.9	-6	-6	3	-16	0.0	-3	-9
Cc1ccc2c(CC(=O)NCC(C)(C)N3CCOCC3)coc2c1	-10	3	-8	0.0	-2	-4	13	-21	6.4	-3	-8
COc1ccc(CC(=O)OCc2nnc(C3COc4ccccc4O3)o2)cc1OC (centres undefined)	-12	1	x	1.7	-1	-8	7	-12	1.6	-3	-17
O=C(NCc1ccncc1)C1CCCCC1	-19	-1	x	-0.8	-9	1	2	4	0.6	-6	0
Cc1ccccc1N1C(=O)CN(Cc2sccc2C)C1=S	24	1	17	-0.1	-3	8	-4	-3	0.3	1	3
Cc1ccc(S(=O)(=O)N2CCCN(c3nccc(C(F)(F)F)n3)CC2)cc1	-19	-4	1	-0.4	-3	-6	x	-11	0.3	2	x
CCCCNC(=O)N1CCC(CCC(=O)N(C)Cc2ccccc2)CC1	375*	1	12	-0.9	-4	-4	-4	-15	0.9	0	-5
Cc1oc(-c2ccccc2)nc1C(=O)OCC(=O)NC(C)c1ccccc1 (centres undefined)	0	-3	11	-1.9	0	-12	0	-17	-0.7	-2	-7
Cc1cc(Cl)ccc1OCC(=O)NCCOC(=O)Nc1sc(=S)n(C)c1C	23	-2	11	-0.7	-4	-4	-9	0	0.5	-4	3
CC1=C(C(=O)OC(C)C)C(c2cccnc2)C2=C(CCCC2=O)N1 (centres undefined)	147	0	6	-0.1	-2	-8	-2	5	1.1	-4	3
Cc1cc(S(=O)(=O)Nc2c(C)ccc3nsnc23)ccc1F	10	2	-12	0.3	-2	7	-6	2	-1.7	-2	0
C/C(=N\NC(=O)c1ccc2c(c1)OCO2)c1ccco1	1	-2	9	12	0	-2	2	-9	-1.3	0	-14
COCCNCc1ccccc1[N+](=O)[O-]	15	-1	27	-1.1	x	3	-1	-4	-0.9	2	6
CC(C)(C)c1ccc(OC(=O)c2ccc3snnc3c2)cc1	-17	3	23	2.6	-6	-5	-2	-11	0.2	-2	2
COc1cc2sc3ccc(-c4ccc5[nH]ccc5c4)cc3c(=O)c2cc1OC	-4	2	-16	1.1	x	-8	1	-23	-0.7	-3	-8
O=C(COC(=O)c1ccccc1[N+](=O)[O-])c1ccc2c(c1)OCO2	324	1	14	6.6	0	4	13	-12	0.6	-3	-12
CCc1noc(C)c1C(=O)Nc1nnc(C(CC)CC)s1	2	-6	-29	-2.2	-1	-4	-4	8	-5.9	-6	-2
CCCCC#Cc1cncc(C(=O)N/N=C/c2cccc(OC)c2)c1	-16	-1	14	-0.8	-3	-20	4	-6	-0.8	-6	-4
Cc1cccc(NC(=S)N2CCN(S(=O)(=O)c3ccccc3)CC2)c1	3	0	3	1.0	-1	-1	-5	1	-1.7	-6	9
Nc1ccccc1C(=O)N1CCc2ccccc21	-10	-15	9	1.2	-2	9	-2	-9	-1.5	-1	-1
Cc1onc(-c2ccccc2)c1C(=O)NNC(=S)NC(=O)c1ccc(Cl)cc1Cl	-3	21	-23	-0.2	-1	-1	2	-1	2.2	1	0
Cc1ccc(Cn2c(N/N=C/c3ccncc3)nc3c2c(=O)n(C)c(=O)n3C)cc1	-8	6	2	1.8	5	5	4	-15	-0.1	-1	-4
CC(C)CNC(=O)c1cc(-c2ccco2)on1	5	9	x	-1.1	-1	-6	2	-5	0.2	1	-7
CS(=O)(=O)N1CCN(c2ccc(NC(=O)C(c3ccccc3)c3ccccc3)cc2)CC1	1	3	7	-1.7	2	-6	1	-10	1.9	0	-11
O=C1C(=O)c2ccccc2C([O-])=C1[n+]1ccccc1	11	-6	-7	0.8	45	-1	-3	11	0.8	2	-6
Cc1cc(C)cc(NS(=O)(=O)c2ccc3[nH]c(=O)[nH]c3c2)c1	-8	-11	2	1.1	0	-11	-4	-11	0.5	3	2
CN(Cc1cccnc1)C(=O)c1ccc(Cl)c(NS(=O)(=O)c2ccc(F)cc2)c1	x	5	-2	-0.7	-2	-6	-8	6	0.2	2	2
COc1ccc(CNC(=O)c2ccc(N3CCC4(CC3)CC(c3ccc(Cl)cc3)=NO4)c([N+](=O)[O-])c2)cc1	12	-11	-7	-1.1	x	-4	-3	-7	0.5	1	-1
COc1ccccc1/C=N\NC(=O)c1c(C)nc2ccc(Cl)cn12	12	-1	18	-0.7	-3	-25	0	-14	1.9	-5	-11
Cc1ccc(-n2c(=O)c3sccc3n(CC(=O)NC3CCCCC3)c2=O)cc1	7	2	20	0.6	-1	3	-1	3	-1.9	2	6
Cc1oc(C(C)(C)C)cc1-c1cc(NC(=O)c2ccc([N+](=O)[O-])cc2)n[nH]1	3	-2	-13	-0.1	-2	0	4	-12	0.5	-5	1

Limited to CDK5 p35 inh, for some of the entries so far:
mol | CDK5 p35 inh
CN(Cc1cccnc1)C(=O)c1ccc(Cl)c(NS(=O)(=O)c2ccc(F)cc2)c1 | -0.7
COc1ccc(CNC(=O)c2ccc(N3CCC4(CC3)CC(c3ccc(Cl)cc3)=NO4)c([N+](=O)[O-])c2)cc1 | -1.1

Continued.
SMILES	Mot1-301 SUMO	Rtt109 HAT inh	PfHsp90 set2	CDK5 p35 inh	NSD2 HMT inh	dFosB activator	cardiac RTF act	PvdQ acylase	LANA DNA inh	Keap1 Nrf2 FP	Cardiac RTF inh
COC(=O)c1ccccc1NC(=O)Nc1c(C)n(C)n(-c2ccccc2)c1=O	-10	7	-17	-0.8	-1	-15	2	-10	0.2	-3	-3
O=C(/C=C/c1ccc(Cl)c(C(F)(F)F)c1)N1CCN(c2ccccn2)CC1	10	2	-8	1.2	-1	2	-9	3	1.4	0	4
O=C(CN1CCN(Cc2ccccc2)CC1)Nc1ccc(Cl)cc1	26	-1	11	0.1	6	-4	2	-12	2.6	4	-13
COc1ccc(N(C(=O)c2ccncc2)S(=O)(=O)c2cccc([N+](=O)[O-])c2)cc1	13	-1	-3	0.9	1	6	-3	-1	2.3	0	3
COc1ccccc1NS(=O)(=O)c1ccc(C(=O)N2CCCCCCC2)cc1	10	-3	x	0.2	-1	-1	0	2	2.8	-1	7

At a glance, 11 of the compounds above.
SMILES	Mot1-301 SUMO	Rtt109 HAT inh	PfHsp90 set2	CDK5 p35 inh	NSD2 HMT inh	dFosB activator	cardiac RTF act	PvdQ acylase	LANA DNA inh	Keap1 Nrf2 FP	Cardiac RTF inh
CCCCC#Cc1cncc(C(=O)N/N=C/c2cccc(OC)c2)c1	-16	-1	14	-0.8	-3	-20	4	-6	-0.8	-6	-4
Cc1cccc(NC(=S)N2CCN(S(=O)(=O)c3ccccc3)CC2)c1	3	0	3	1.0	-1	-1	-5	1	-1.7	-6	9
Nc1ccccc1C(=O)N1CCc2ccccc21	-10	-15	9	1.2	-2	9	-2	-9	-1.5	-1	-1
Cc1onc(-c2ccccc2)c1C(=O)NNC(=S)NC(=O)c1ccc(Cl)cc1Cl	-3	21	-23	-0.2	-1	-1	2	-1	2.2	1	0
Cc1ccc(Cn2c(N/N=C/c3ccncc3)nc3c2c(=O)n(C)c(=O)n3C)cc1	-8	6	2	1.8	5	5	4	-15	-0.1	-1	-4
CC(C)CNC(=O)c1cc(-c2ccco2)on1	5	9	x	-1.1	-1	-6	2	-5	0.2	1	-7
CS(=O)(=O)N1CCN(c2ccc(NC(=O)C(c3ccccc3)c3ccccc3)cc2)CC1	1	3	7	-1.7	2	-6	1	-10	1.9	0	-11
O=C1C(=O)c2ccccc2C([O-])=C1[n+]1ccccc1	11	-6	-7	0.8	45	-1	-3	11	0.8	2	-6
Cc1cc(C)cc(NS(=O)(=O)c2ccc3[nH]c(=O)[nH]c3c2)c1	-8	-11	2	1.1	0	-11	-4	-11	0.5	3	2
CN(Cc1cccnc1)C(=O)c1ccc(Cl)c(NS(=O)(=O)c2ccc(F)cc2)c1	x	5	-2	-0.7	-2	-6	-8	6	0.2	2	2
COc1ccc(CNC(=O)c2ccc(N3CCC4(CC3)CC(c3ccc(Cl)cc3)=NO4)c([N+](=O)[O-])c2)cc1	12	-11	-7	-1.1	x	-4	-3	-7	0.5	1	-1
